High-throughput results (PubChem BioAssay)
TbPYK inhibitor – blocks Trypanosoma brucei pyruvate kinase | Q57TT1 | TbPYK enzyme, Kinase-Glo Plus ATP luminescence, 45 min | Potency, µM (series often up to 76.8 µM), for the others: top-dose activity, negative = inhibition, most hits filed as inhibitors | actives 0.12% (n = 410,000) | AID 624173; also: potency is read from the fitted curve at half-maximal effect; nearly all actives have a fitted effect of over 50% in size
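Luminescent Kinase-Glo Plus end-point after 45 min room-temperature reaction of T. brucei pyruvate kinase started with 130 uM ADP (final). Buffer TEA 50 mM pH 7.2 with KCl, MgCl2, BSA, Tween-20; titration-based qHTS with fitted concentration-effect curves.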
LmPK inh – LmPK (Leishmania mexicana) enzyme inhibition. Q27686. purified LmPK, Kinase-Glo ATP luminescence, 1 h. Potency, µM (highest dose often 57.5 µM), for the others: at the top dose activity change, negative = inhibition, hits mostly inhibitors. actives 0.37% (n = 290,000). AID 1721; also: potency is read from the fitted curve at half-maximal effect
Target sequence (Q27686 whole entry, looked up): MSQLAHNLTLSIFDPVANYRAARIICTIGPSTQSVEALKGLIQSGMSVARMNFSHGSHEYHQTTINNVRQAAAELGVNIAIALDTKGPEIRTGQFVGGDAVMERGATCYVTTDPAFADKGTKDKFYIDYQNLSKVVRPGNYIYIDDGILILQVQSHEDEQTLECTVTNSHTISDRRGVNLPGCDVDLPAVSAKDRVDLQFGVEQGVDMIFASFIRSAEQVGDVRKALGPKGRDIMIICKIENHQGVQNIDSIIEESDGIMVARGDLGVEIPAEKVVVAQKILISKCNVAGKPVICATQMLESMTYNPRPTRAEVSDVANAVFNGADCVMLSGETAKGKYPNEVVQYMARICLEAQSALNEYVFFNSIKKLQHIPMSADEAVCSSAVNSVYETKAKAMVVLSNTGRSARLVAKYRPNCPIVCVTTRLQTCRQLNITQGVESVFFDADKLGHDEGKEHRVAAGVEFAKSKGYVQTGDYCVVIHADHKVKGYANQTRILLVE
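Kinase-Glo luminescence read after 1 h RT reaction of 0.1 nM LmPK with 0.5 mM PEP and 0.1 mM ADP. Activity scaled between uninhibited and enzyme-free controls.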
AMA1 RON2 block – disrupts binding of P. falciparum AMA1 to RON2; AlphaScreen AMA1-biotinylated RON2 peptide binding; Potency, µM (top dose mostly 58.2 µM), inactives show top-dose activity change, negative = inhibition, hits mostly inhibitors; actives 0.2% (n = 360,000);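 also: potency is read from the fitted curve at half-maximal effect; 0% = vehicle wells and -100% = peptide control; nearly all actives have a fitted effect of over 45% in size; some results filed as inactive show a strong effect at the top dose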
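AMA1 (3D7) with his tag at 25 nM final met compounds first, then biotinylated RON2 peptide at 25 nM; detection used donor plus acceptor beads, 10 µg/mL apiece, read by AlphaScreen after 30 min at room temperature.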
AmpC detergent – blocks E. coli AmpC beta-lactamase in detergent assay; AmpC hydrolysis of nitrocefin, absorbance 480 nm, 0.01% Triton; Potency, µM (doses to about 114 µM), without a hit: at the highest dose activity change, negative = inhibition, hits mostly inhibitors; actives 0.041% (n = 370,000);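 also: potency is read from the fitted curve at half-maximal effect; 0% = no-compound wells and -100% = no-enzyme wells; nearly all actives have a fitted effect of over 25% in size; some results filed as inactive show a strong effect at the top dose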
Target sequence (P00811 whole entry, looked up): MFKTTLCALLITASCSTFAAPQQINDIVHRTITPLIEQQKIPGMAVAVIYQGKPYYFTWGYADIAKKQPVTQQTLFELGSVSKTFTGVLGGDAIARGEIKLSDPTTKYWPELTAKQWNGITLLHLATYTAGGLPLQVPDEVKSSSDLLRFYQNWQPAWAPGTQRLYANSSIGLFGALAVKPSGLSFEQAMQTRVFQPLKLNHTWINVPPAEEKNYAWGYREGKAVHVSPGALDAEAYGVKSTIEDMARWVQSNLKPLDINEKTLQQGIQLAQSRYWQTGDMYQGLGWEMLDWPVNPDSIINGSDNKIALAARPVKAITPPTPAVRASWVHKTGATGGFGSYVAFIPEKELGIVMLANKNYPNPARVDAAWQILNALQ
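20 mM phosphate pH 7.0 + 0.01% (detergent screen) or 0.0001% Triton X-100; 5.3 nM AmpC reagent; cpd preinc 15 min RT; nitrocefin (800 uM stock) to start; A480 q20 s × 4 min; Activity was normalised to no-enzyme and no-compound control wells.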
HCMV antiviral – blocks human cytomegalovirus replication; activity change, negative = inhibition, % at 57.5 µM; AID 1259415; actives 4.5% (n = 410,000); HFF cells, HCMV-luciferase reporter, 72 h; active compounds read low; in the data active = activity change below about -60%; inconclusive = no clear call, values can overlap the other calls; inactive = above about -39%
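Two-dose cell screen: HFF monolayers treated with compounds and infected with luciferase-expressing HCMV at 1 PFU/cell, 72 h at 37C, then lysed for luciferase measurement.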
HCV inhibitor – blocks hepatitis C virus. Huh7.5.1 HCVcc-Cre infection, luciferase reporter, 44 h. Potency, µM (titrated, usually from 41.8 µM), for inactives: at the top dose activity change, negative = inhibition, actives largely listed as inhibitors. actives 3.4% (n = 340,000). AID 651820; also: potency is read from the fitted curve at half-maximal effect
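Reporter virus HCVcc-Cre (~0.5 moi) infects cells exposed to compound; seeding density 1,000 cells/well with 4 h settling beforehand. Luminescence, 15 sec read, taken 44 h post-infection following a 15 min RT substrate incubation.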
AmpC no deterg – inhibitors of E. coli AmpC beta-lactamase without detergent. AID 485341. Potency, µM (series often up to 57.1 µM), without a hit: at the top dose activity change, negative = inhibition, actives largely listed as inhibitors. actives 0.52% (n = 330,000). AmpC nitrocefin hydrolysis, absorbance 480 nm, 0.0001% Triton;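 also: potency is read from the fitted curve at half-maximal effect; plate controls were no compound for no effect and no enzyme for full effect; nearly all actives have a fitted effect of over 20% in size; some results filed as inactive show a strong effect at the top dose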
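20 mM phosphate pH 7.0 + 0.01% (detergent screen) or 0.0001% Triton X-100; 5.3 nM AmpC reagent; cpd preinc 15 min RT; nitrocefin (800 uM stock) to start; A480 q20 s × 4 min; Activity was normalised to no-enzyme and no-compound control wells.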
Starred values were filed as active, the others as inactive; ? = inconclusive; . = no result given; & = joins results of further samples; ! = repeats disagree; [ ] = dose if it differs, or a comment. Unless noted, calls follow the shape of the dose curve; as a rule, active = well fitted curve in the direction sought with a large enough effect; inconclusive = small, poorly fitted or top-dose-only effect, or another doubt; inactive = no such curve, though single readings can be large; an effect the other way counts as inactive or inconclusive. Unless noted, % is scaled to controls: 0 for no effect and ±100 for the full control effect. Rows were taken by chance (roughly 7.5% active in at least one column).

item | SMILES | TbPYK inhibitor | LmPK inh | AMA1 RON2 block | AmpC detergent | HCMV antiviral | HCV inhibitor | AmpC no deterg
1 | COc1cccc(CCOC(=O)c2c(-c3ccsc3)oc3c2C(OC(C)=O)CCC3)c1 (stereo unspecified) | 1% | . | 4% | . | -10 | . | .
2 | COc1ccc(-n2c(=O)cc(N3CCN(c4ccccc4F)CC3)[nH]c2=O)cc1 | 4% | 0% | -8% | -15% | -28 | -1% | -21%
3 | Cc1cc(=O)n2[nH]c(C(F)(F)F)c(-c3ccccc3)c2n1 | -11% | 2% | 6% | 4% | . | -3% | -10%
4 | CCCCc1ccc(NC(=O)CSc2nc3ccccc3nc2N2CCOCC2)cc1 | -2% | . | . | 23% | -3 | . | .
5 | CCn1c(SCC(=O)N2CCCCC2C)nc2ccsc2c1=O (stereo unspecified) | -13% | -3% | 7% | ? | -29 | ? | -5%
6 | CCC(CC)C(=O)Nc1cccc(/C(C)=N/NC(=O)c2ccccc2Cl)c1 | 0% | 10% | 59%[activator] | -7% | 14 | -3% | 4%
7 | Cc1cc(C)c2cc(C(=O)N(C)C3CCN(C)CC3)[nH]c2c1 | 5% | 6% | -2% | -4% | -23 | -26% | -7%
8 | COc1cc2c(cc1OC)C(COc1ccc(F)cc1)N(C(=O)c1cccc(F)c1)CC2 (stereo unspecified) | -11% | . | . | 2% | -18 | . | .
9 | O=C(Nc1ccc(NC(=O)c2ccco2)nc1)c1ccccn1 | 3% | ? | ? | 4% | 74 | 8% | -18%
10 | COc1ccc(Nc2nc(N)nc(CSc3n[nH]c(-c4ccccc4)n3)n2)cc1 | -1% | 0% | -9% | -2% | -22 | -16% | -52%
11 | CNC(=O)C(=O)NCCN1CCN(C(=O)c2ccc([N+](=O)[O-])cc2)CC1 | 3% | 5% | 3% | -1% | 33 | 13% | 45%
12 | CCOc1ccc(CNc2nc3ccccc3n2CCN2CCOCC2)cc1 | -7% | -5% | -1% | 1% | 8 | -8% | 2%
13 | N#Cc1cc([N+](=O)[O-])ccc1NC(=O)COC(=O)c1cnccn1 | -11% | . | 8% | . | -3 | 10% | -16%
14 | COc1ccc(-n2cc(C(=O)c3cc(Cl)ccc3O)cc(C#N)c2=O)cc1 | -2% | -11% | -7% | 3% | 8 | -15% | -54%
15 | CCCn1nnnc1NC(=O)COc1ccc(CC)cc1 | 1% | -4% | 24% | -4% | ? | ? | -13%

Later entries
item | SMILES | TbPYK inhibitor | LmPK inh | AMA1 RON2 block | AmpC detergent | HCMV antiviral | HCV inhibitor | AmpC no deterg
16 | COc1ccc(C)cc1Nc1n[n+](-c2ccccc2)c(-c2cccc(Cl)c2Cl)s1 | -6% | -7% | 82%[activator] | -14% | 8 | ? | -52%
17 | CC(C)N1CCC1(C)C(=O)Nc1cc(-c2ccccc2)nn1C (stereo unspecified) | -2% | . | 17% | . | -6 | . | .
18 | COc1ccc(S(=O)(=O)N2CCCN(CC(=O)Nc3cc(NC(C)=O)ccc3OC)CC2)cc1 | -1% | 2% | -10% | -3% | -6 | -10% | 79%[activator]
19 | O=C(NCCc1ccc(Cl)cc1)C12CC3CC(CC(O)(C3)C1)C2 | -10% | 1% | -18% | 5% | 46 | 6% | 18%
20 | C/C(=N/Nc1ccnc2cc(Cl)ccc12)c1ccc(N)cc1 | -4% | . | ? | -7% | -32 | ? | -24%
21 | O=C(Nc1cccc(Cl)c1)C1CCCN(C2=NS(=O)(=O)c3ccccc32)C1 (stereo unspecified) | -4% | . | 0% | 0% | -32 | -3% | -29%
22 | C[C@H](CO)N1C[C@H](C)[C@H](CN(C)S(=O)(=O)c2ccc(C#N)cc2)OCc2cnnn2CCCC1=O | 2% | . | -4% | . | 23 | . | .
23 | O=C(Cn1cc(SCc2ccc(C(F)(F)F)cc2)c2ccccc21)N1CCCCCC1 | -6% | . | . | 20% | -19 | . | .
24 | COc1ccc(-c2oc3c(c2C#CC(C)(C)O)C(OC)CCC3)cc1 (stereo unspecified) | 0% | . | 0% | . | 7 | . | .
25 | O=c1[nH]cnc(O)c1C1C=CC=CC=C1 | -4% | . | 4% | . | 36 | -16% | .
26 | O=C(CN1C(=O)COc2ccccc21)NC1CCCC1 | 1% | -1% | -21% | ? | 9 | 13% | -11%
27 | C[N+](C)(C)CCOP(=O)(O)OP(=O)([O-])OC[C@H]1O[C@@H](n2ccc(N)nc2=O)[C@H](O)[C@@H]1O | 4% | -5% | -2% | -10% | . | -8% | -26%
28 | CCCCCCc1cc2cc(C(N)=O)c(=N)oc2cc1O | . | 4% | . | -5% | . | . | ?
29 | Cc1nc2nc[nH]n2c(=O)c1NC(=O)c1c(-c2ccccc2Cl)noc1C | 4% | 0% | -4% | 7% | -4 | 11% | 2%
30 | Cc1sc2ncn(CC(=O)N3CCN(c4ccc(F)cc4)CC3)c(=O)c2c1S(=O)(=O)N1CCC(C)CC1 | -3% | . | . | 8% | -6 | . | .

(next part)
item | SMILES | TbPYK inhibitor | LmPK inh | AMA1 RON2 block | AmpC detergent | HCMV antiviral | HCV inhibitor | AmpC no deterg
31 | COc1cccc(CN(Cc2ccco2)c2cnc(S(C)(=O)=O)nc2C(=O)Nc2cccc(Cl)c2C)c1 | 3% | . | . | -7% | -14 | . | .
32 | COc1cc(NC(=O)CN2CCN(CC(=O)Nc3ccccc3OC)CC2)cc(OC)c1 | -2% | -4% | 5% | 0% | 54 | 0% | 161%[activator]
33 | Cc1ccc(C(=O)OCC(=O)Nc2ccccc2C(F)(F)F)cc1S(=O)(=O)N1CCCCC1 | 1% | . | -1% | -15% | -24 | ? | -1%
34 | O=C(Cn1cc(-c2nnnn2-c2ccc(Cl)cc2)c(=O)c2ccccc21)c1ccccc1 | 2% | 5% | -6% | -6% | -10 | -2% | -29%
35 | CCN(CC)C(=O)Cn1cc(/C=C(\C#N)C(=O)N2CCN(c3ccccc3)CC2)c2ccccc21 | 2% | 0% | -11% | -13% | 4 | ? | 143%[activator]
36 | Cc1cccc(N2CCN(C(=O)Cn3nc(C)c4sc5ccccc5c4c3=O)CC2)c1C | -8% | . | . | 15% | 9 | . | .
37 | CCOC(=O)c1c(S(=O)(=O)Nc2ccccc2OCC)c(C)n(C)c1C | -8% | -1% | -10% | -13% | -17 | 13% | -6%
38 | O=C(NCC(c1ccc2c(c1)OCO2)N1CCN(c2ccccc2)CC1)c1ccc(F)c(F)c1 (stereo unspecified) | -4% | . | . | 9% | -13 | . | .
39 | CC(=O)c1c(C)nc(Nc2nc3ccccc3s2)nc1C | 2% | -7% | -2% | -6% | 126 | -4% | 0%
40 | COc1ccc(NC(=O)C(NS(=O)(=O)c2cccs2)C(C)C)cc1Cl (stereo unspecified) | 3% | -7% | 5% | 1% | 1 | -29% | -23%
41 | CN(CC(=O)Nc1cccc(F)c1)C(=O)C1CCN(S(=O)(=O)c2ccc3c(c2)OCCO3)CC1 | -7% | . | 5% | 2% | -8 | ? | -7%
42 | COc1ccc(S(=O)(=O)Nc2ccc(Cl)cn2)cc1 | 9% | -1% | 3% | -10% | 17 | 10% | -15%
43 | C/C(N)=C(/C#N)C(=O)COC(=O)CNS(=O)(=O)c1ccc2ccccc2c1 | -1% | 4% | -7% | 2% | -6 | 16% | -8%
44 | CCOc1ccccc1N1CCN(C(=S)NCc2ccco2)CC1 | -9% | 2% | -16% | 17% | 2 | -11% | 36%
45 | Cc1cc(C)cc(NC(=S)NCCN2CCOCC2)c1 | -1% | . | 6% | . | -16 | 7% | .

Some of these compounds in order of count of non-hydrogen atoms, rising:
item | SMILES | TbPYK inhibitor | LmPK inh | AMA1 RON2 block | AmpC detergent | HCMV antiviral | HCV inhibitor | AmpC no deterg
42 | COc1ccc(S(=O)(=O)Nc2ccc(Cl)cn2)cc1 | 9% | -1% | 3% | -10% | 17 | 10% | -15%
39 | CC(=O)c1c(C)nc(Nc2nc3ccccc3s2)nc1C | 2% | -7% | -2% | -6% | 126 | -4% | 0%
44 | CCOc1ccccc1N1CCN(C(=S)NCc2ccco2)CC1 | -9% | 2% | -16% | 17% | 2 | -11% | 36%
40 | COc1ccc(NC(=O)C(NS(=O)(=O)c2cccs2)C(C)C)cc1Cl (stereo unspecified) | 3% | -7% | 5% | 1% | 1 | -29% | -23%
43 | C/C(N)=C(/C#N)C(=O)COC(=O)CNS(=O)(=O)c1ccc2ccccc2c1 | -1% | 4% | -7% | 2% | -6 | 16% | -8%
36 | Cc1cccc(N2CCN(C(=O)Cn3nc(C)c4sc5ccccc5c4c3=O)CC2)c1C | -8% | . | . | 15% | 9 | . | .
33 | Cc1ccc(C(=O)OCC(=O)Nc2ccccc2C(F)(F)F)cc1S(=O)(=O)N1CCCCC1 | 1% | . | -1% | -15% | -24 | ? | -1%
38 | O=C(NCC(c1ccc2c(c1)OCO2)N1CCN(c2ccccc2)CC1)c1ccc(F)c(F)c1 (stereo unspecified) | -4% | . | . | 9% | -13 | . | .

Following part.
item | SMILES | TbPYK inhibitor | LmPK inh | AMA1 RON2 block | AmpC detergent | HCMV antiviral | HCV inhibitor | AmpC no deterg
46 | CCOC(=O)C1=C(C)NC(c2cccs2)C(=O)N1 (stereo unspecified) | 1% | -2% | -5% | -12% | 25 | 10% | -17%
47 | COCc1nnc(NC(=O)C2CC(=O)N(C3CCCCC3)C2)s1 (stereo unspecified) | -7% | 1% | -8% | ? | -18 | 14% | 5%
48 | O=C(NCc1ccccn1)c1cc2ccccn2n1 | 4% | 2% | 135%[activator] | -3% | 49 | 4% | 4%
49 | CC(C)c1nc(N2CCCC2)c(C#N)c2c1CCCC2 | -3% | -2% | 12% | 1% | -4 | -13% | -19%
50 | CCN(CC)c1ccc(NC(=O)CN2CCN(CC(=O)Nc3ccc(OC)cc3)CC2)cc1 | 0% | 4% | -9% | -1% | 62 | -22% | 25%
51 | COc1ccc(-c2nn(-c3ccccc3)cc2CNCCN2CCOC2=O)c(F)c1 | 2% | -4% | -3% | 0% | -17 | 5% | 57%
52 | CN(c1ccc(OCC(=O)Nc2ccccc2C(=O)O)cc1)S(=O)(=O)c1ccc(Cl)cc1 | 0% | . | 8% | . | -82* | -8% | -17%
53 | CCCNC(=O)NC(=O)COC(=O)c1ccc(S(=O)(=O)N(C)c2ccccc2OC)cc1 | -13% | 1% | -1% | 6% | 22 | 2% | -1%
54 | NC(=O)CC(O)c1cccc(Cl)c1 (stereo unspecified) | 3% | -2% | -10% | -14% | 34 | 6% | 0%
55 | COc1ccc(NC(=O)C2CCN(c3cnccn3)CC2)cc1Cl | 3%&4% | 7% | -9% | ? | -60*! | -9% | -3%
